RGS4 inh: Inhibitors of Regulator of G Protein Signaling (RGS) 4: qHTS; actives 0.039% (n = 390,000); Regulator of G-protein signaling 4 (Homo sapiens), P49798; Transcreener GDP fluorescence polarization, RGS4-accelerated GTP hydrolysis; Potency, µM (series often up to 114 µM), without a hit: top-dose activity change, negative = inhibition, actives largely listed as inhibitors; note: % is set by controls: 0 for no effect and ±100 for the full control effect; nearly all actives have a fitted effect of over 75% in size; some results filed as inactive show a strong effect at the top dose
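MLSMR compounds (23 nl, pin-transferred) preincubated 10 min at room temperature with a 500nM (2x) first reagent, then RGS4 at 900nM (2x) plus Transcreener GDP mix added; fluorescence polarization (620/688 nm) read before and after 90 min at 30 °C.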
Vif-A3F inh: qHTS for Inhibitors of Vif-A3F Interactions: qHTS | HeLa A3F-eYFP + Vif (tagged APOBEC3F with the HIV-1 protein that degrades it), YFP fluorescence increase | Potency, µM (titrated, usually from 46.1 µM), for the others: at the highest dose activity, negative = active | actives 0.2% (n = 390,000); note: % of control where 0% means no effect; nearly all actives have a fitted effect of over 65% in size
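HeLa cells stably expressing Vif plus C-terminally eYFP-tagged A3F were seeded, incubated overnight at 37 deg C, dosed with compound, incubated overnight again at 37 deg C. Yellow fluorescence (Ex 488/Em 500-530) reported blocked Vif-mediated A3F-eYFP degradation.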
IDH1 R132H inh: qHTS for Inhibitors of mutant isocitrate dehydrogenase 1 (IDH1): qHTS | Isocitrate dehydrogenase [NADP] cytoplasmic (Homo sapiens), O75874 | IDH1-R132H enzyme, NADPH consumption, diaphorase/resazurin fluorescence | Potency, µM (series often up to 76.6 µM), for the others: top-dose activity change, negative = inhibition, usual class: inhibitors | actives 0.093% (n = 390,000); note: % is set by controls: 0 for no effect and ±100 for the full control effect; nearly all actives have a fitted effect of over 65% in size
Target sequence (O75874 whole entry R132H, stated change not applied): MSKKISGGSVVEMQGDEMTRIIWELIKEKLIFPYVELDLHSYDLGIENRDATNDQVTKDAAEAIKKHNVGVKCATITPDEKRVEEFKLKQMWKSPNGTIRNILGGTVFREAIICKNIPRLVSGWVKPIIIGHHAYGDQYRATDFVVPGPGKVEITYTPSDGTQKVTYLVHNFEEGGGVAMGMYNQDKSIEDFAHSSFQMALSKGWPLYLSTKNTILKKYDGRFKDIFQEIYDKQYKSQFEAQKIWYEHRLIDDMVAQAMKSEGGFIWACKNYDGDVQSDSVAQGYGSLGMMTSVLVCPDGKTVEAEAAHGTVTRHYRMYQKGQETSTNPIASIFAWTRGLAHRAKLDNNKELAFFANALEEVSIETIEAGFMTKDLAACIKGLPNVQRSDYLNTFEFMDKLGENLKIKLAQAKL
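IDH1-R132H (0.5 ug/mL dispensed) in pH 7.5 Tris buffer was preincubated 30 min with compound, then given a substrate mix of 0.016 mM NADPH and 2 mM alpha-KG for 80 min at room temperature; remaining NADPH was read by diaphorase/resazurin fluorescence.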
USP1-UAF1 inh: Inhibitors of USP1/UAF1: Primary Screen; Ubiquitin carboxyl-terminal hydrolase 1 (Homo sapiens), O94782; recombinant USP1/UAF1, Ub-Rhodamine cleavage fluorescence; Potency, µM (top dose mostly 57.1 µM), for the others: at the highest dose activity change, negative = inhibition, most hits filed as inhibitors; actives 0.23% (n = 390,000); AID 743255, 2014; note: % is set by controls: 0 for no effect and ±100 for the full control effect; nearly all actives have a fitted effect of over 60% in size; inactives centre near -12
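Step one: compound is pinned into 1nM USP1/UAF1 in HEPES pH 7.8 buffer with TCEP. Step two: 15 min room-temperature incubation. Step three: Ub-Rho (150nM final) starts cleavage, tracked by fluorescence over six one-minute reads.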
TrxR1 substrate: qHTS Assay for Substrates of Mammalian Selenoprotein Thioredoxin Reductase 1 (TrxR1): qHTS | Thioredoxin reductase 1, cytoplasmic (Rattus norvegicus), O89049 | purified TrxR1 substrate turnover, NADPH consumption readout | Potency, µM (top dose mostly 114 µM), for inactives: at the top dose activity change, negative = substrate turnover | actives 0.01% (n = 390,000) | AID 588456, 2011; note: % is set by controls: 0 for no effect and ±100 for the full control effect; nearly all actives have a fitted effect of over 50% in size
Target sequence (O89049 whole entry, looked up): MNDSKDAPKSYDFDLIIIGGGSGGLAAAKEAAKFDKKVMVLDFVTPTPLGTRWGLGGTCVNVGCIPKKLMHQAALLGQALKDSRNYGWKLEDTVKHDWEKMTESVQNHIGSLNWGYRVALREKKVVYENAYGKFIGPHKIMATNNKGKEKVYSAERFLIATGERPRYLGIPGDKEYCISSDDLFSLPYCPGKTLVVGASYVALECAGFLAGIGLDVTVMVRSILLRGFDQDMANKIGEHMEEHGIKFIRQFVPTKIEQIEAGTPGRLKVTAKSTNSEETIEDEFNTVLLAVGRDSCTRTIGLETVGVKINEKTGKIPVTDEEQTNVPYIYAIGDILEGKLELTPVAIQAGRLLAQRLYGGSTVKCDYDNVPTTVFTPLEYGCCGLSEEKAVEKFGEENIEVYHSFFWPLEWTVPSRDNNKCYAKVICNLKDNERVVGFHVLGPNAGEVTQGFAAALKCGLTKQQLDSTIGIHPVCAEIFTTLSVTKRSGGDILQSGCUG
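Rat TrxR1, dispensed at 90 nM, was prereduced with 400 uM NADPH (final) for 5 min at ~22 deg C, then incubated with compound 15 min before 400 uM selenite. A first-read NADPH fluorescence drop versus no-compound background flagged substrates.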
TrxR1 inh: qHTS Assay for Inhibitors of Mammalian Selenoprotein Thioredoxin Reductase 1 (TrxR1): qHTS; Thioredoxin reductase 1, cytoplasmic (Rattus norvegicus), O89049; recombinant rTrxR1, NADPH fluorescence consumption, selenite substrate; Potency, µM (titrated, usually from 114 µM), for inactives: top-dose activity change, negative = inhibition, actives largely listed as inhibitors; actives 1% (n = 390,000); AID 588453, 2011; note: % is set by controls: 0 for no effect and ±100 for the full control effect; nearly all actives have a fitted effect of over 65% in size
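Rat TrxR1 (90 nM in the dispensed reagent) was pre-reduced with 400 uM NADPH for 5 min at room temperature, then incubated with compound for 15 min. After 400 uM selenite was added, NADPH fluorescence (Ex 340/Em 450 nm) was followed for 8 min.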
Vif-APOBEC3G blk: qHTS for Inhibitors of Vif-A3G Interactions: qHTS | DNA dC->dU-editing enzyme APOBEC-3G (Homo sapiens), Q9HC16 | actives 0.076% (n = 410,000) | Potency, µM (doses to about 46.1 µM), for inactives: at the top dose activity, negative = active, usual class: inhibitors | HeLa A3G-eYFP + Vif (tagged APOBEC3G with the HIV-1 protein that degrades it), YFP fluorescence, overnight;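 note: % is set by controls: 0 for no effect and ±100 for the full control effect; nearly all actives have a fitted effect of over 60% in size; hits raise eYFP signal because A3G escapes Vif-driven loss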
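Read-out is eYFP fluorescence (Ex 488/Em 500-530) from Vif-expressing HeLa A3G-eYFP cells; more signal means A3G escaped Vif-mediated degradation. Cells plated overnight, compound pinned in, incubated overnight at 37 deg C.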
RXFP1 agonist: qHTS Assay for Agonists of the Relaxin Receptor RXFP1; Relaxin receptor 1 (Homo sapiens), Q9HBX9; HEK293T-RXFP1 cAMP TR-FRET, 30 min; response scale: percent of porcine relaxin response, buffer zero; Potency, µM (series often up to 57.5 µM), without a hit: at the highest dose activation, usual class: activators; actives 0.3% (n = 370,000); AID 2676, 2010; note: % is set by controls: 0 for no effect and ±100 for the full control effect; nearly all actives have a fitted effect of over 60% in size; many of its hits are not listed in these tables
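cAMP rise read by TR-FRET after 30 min, 37C compound exposure (up to 58 uM) in RXFP1-transfected HEK293 cells with Ro 20174 present. EC50 from Hill-equation fits, with 29 nM porcine relaxin as 100% and buffer as basal.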
12-LOX inh: Primary qHTS assay for inhibitors of human arachidonate 12S-lipoxygenase (ALOX12): Round 2; Polyunsaturated fatty acid lipoxygenase ALOX12 (Homo sapiens), P18054; purified 12hLO, xylenol orange hydroperoxide absorbance; Potency, µM (doses to about 108 µM), without a hit: at the top dose activity change, negative = inhibition, usual class: inhibitors; actives 1.1% (n = 580,000); AID 1671190, 2021; note: % is set by controls: 0 for no effect and ±100 for the full control effect
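Purified human 12hLO at 150 nM in 25 mM Hepes, 0.01% Triton X-100, pH 7.0, preincubated 15 min at room temperature with compound. Reaction started with 40 uM arachidonic acid, 30 min at room temperature. Hydroperoxide measured by Fe-xylenol orange, 573/405 nm absorbance ratio.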
The depositor's hits bear a star; ? = inconclusive; nt = no result given; [ ] = dose if it differs, or a comment. Calls come from the whole dose curve; as a rule, active = well fitted curve in the direction sought with a large enough effect; inconclusive = small, poorly fitted or top-dose-only effect, or another doubt; inactive = no such curve, though single readings can be large; an effect the other way counts as inactive or inconclusive. Potency is the fitted concentration of half-maximal effect. The list is partial, so the mix of outcomes need not match the whole.

SMILES	RGS4 inh	Vif-A3F inh	IDH1 R132H inh	USP1-UAF1 inh	TrxR1 substrate	TrxR1 inh	Vif-APOBEC3G blk	RXFP1 agonist	12-LOX inh
COc1ccc(C(=O)Nc2cccc(/C(C)=N/NC(=O)c3ccc([N+](=O)[O-])cc3)c2)cc1OC	37%	-15%	9%	-3%	-3%	-1%	4%	2.8%	-18%
COc1ccc2ccccc2c1/C=N/NC(=O)CC1(C)OCCCO1	-3%	-2%	13%	-10%	-7%	-13%	1%	1.7%	2%
CN(C(=O)CSc1nnc(Nc2ccccc2)s1)C1CCS(=O)(=O)C1 (stereo not given)	-20%	0%	9%	0%	-12%[57.1 µM]	11%[57.1 µM]	1%	1.9%	-16%
CC(=O)Cc1nsc(Nc2ccc(Cl)cc2)n1	-18%	-3%	0%	-9%	6%[57.1 µM]	-11%[57.1 µM]	-1%	3.1%	1%
c1ccc(CC2CCN(c3nc4ccccc4n4cnnc34)CC2)cc1	14%	0%	-2%	-5%	9%	25%	8%	3.6%	0%
COc1ccccc1N1CCN(C(=O)Oc2ccccc2)CC1	0%	0%	1%	-14%	-7%	5%	1%	-0.5%	20%
CCc1ccccc1NC(=O)CN(C)C(=O)CSc1nn(-c2ccccc2)c(=S)s1	-18%	-8%	1%	-19%	-5%	5%	0%	1.7%	-10%
CN(C(=O)COC(=O)CSc1ccc(C(N)=O)cc1[N+](=O)[O-])C1CCS(=O)(=O)C1 (stereo not given)	6%	8%	6%	-1%	-7%	-8%	-7%	1.2%	-3%
Cc1ccc(NC(=S)NCCc2ccc(S(N)(=O)=O)cc2)c(C)c1	5%	-2%	0%	-4%	9%	-2%	2%	nt	?
Cn1c(=O)c2ncn(CC(=O)N/N=C/c3ccco3)c2n(C)c1=O	-40%	3%	7%	?	-18%[57.1 µM]	25%[57.1 µM]	5%	19%	-7%
NC(=O)C(CC(=O)O)NC(=O)[C@@H]1CCOc2c(I)cc([N+](=O)[O-])cc2C(=O)N[C@@H](CO)C(=O)N[C@@H](Cc2ccc(O)cc2)C(=O)N1 (stereo not given in full)	2%	-8%	-3%	4%	-11%	-9%	3%	-0.2%	nt
CCOC(=O)c1sc(NC(=O)c2ccc(OC(C)=O)cc2)nc1C	-26%	-11%	12%	-6%	76%	37%[activator][57.1 µM]	-11%	?	-3%
CC1CN(C(=O)Cn2cc(S(=O)(=O)CC(=O)N3CCOCC3)c3ccccc32)CC(C)O1 (stereo not given)	10%	2%	-9%	-18%	3%	12%	-7%	-0.9%	-11%
CCC1CCCCN1C(=O)COC(=O)c1cc2ccccc2cc1O (stereo not given)	-48%	-9%	7%	-17%	0%	-3%	-8%	0.4%	0%
CC(=O)c1c(C)[nH]c(C(=O)OCC(=O)Nc2nnc(-c3ccccc3)o2)c1C	1%	-2%	3%	-19%	2%	0%	-3%	4.2%	384%[activator]
CCN(C(=O)CSc1nc2cc(C(=O)O)ccc2c(=O)n1-c1ccccc1F)C1CCS(=O)(=O)C1 (stereo not given)	-21%	-18%	-1%	-14%	6%	0%	-1%	nt	-1%
CCOc1ccc(Cc2nnc(SCC(=O)Nc3ccccc3)n(N)c2=O)cc1	-8%	7%	-2%	-17%	13%[57.1 µM]	16%[57.1 µM]	-5%	2.0%	-39%
CC[C@]12c3[nH]c4ccc(OC)cc4c3CCN1C(=O)C(CC(=O)NCCCn1ccnc1)C[C@@H]2C(=O)N1CCN(C(=O)c2ccco2)CC1 (stereo not given in full)	-4%	-1%	8%	-19%	1%	4%	3%	nt	11%
CCOc1ccc(C(=O)NCc2ccccn2)cc1	19%	-13%	5%	-9%	1%	36%	2%	-1.4%	7%
COCCN(C(=O)COC(=O)/C=C/c1cccc(OC)c1)c1c(N)n(CC(C)C)c(=O)[nH]c1=O	12%	7%	-1%	1%	44%[activator]	5%	2%	-0.1%	0%

Record cards, as listed above. Screens in order: RGS4 inh | Vif-A3F inh | IDH1 R132H inh | USP1-UAF1 inh | TrxR1 substrate | TrxR1 inh | Vif-APOBEC3G blk | RXFP1 agonist | 12-LOX inh
Entry for COCCN(C(=O)COC(=O)/C=C/c1cccc(OC)c1)c1c(N)n(CC(C)C)c(=O)[nH]c1=O → 12% | 7% | -1% | 1% | 44%[activator] | 5% | 2% | -0.1% | 0%
Entry for CC(=O)c1c(C)[nH]c(C(=O)OCC(=O)Nc2nnc(-c3ccccc3)o2)c1C → 1% | -2% | 3% | -19% | 2% | 0% | -3% | 4.2% | 384%[activator]

(listing goes on)
SMILES	RGS4 inh	Vif-A3F inh	IDH1 R132H inh	USP1-UAF1 inh	TrxR1 substrate	TrxR1 inh	Vif-APOBEC3G blk	RXFP1 agonist	12-LOX inh
CCNC(=S)NCc1ccc(F)cc1	34%	-9%	-1%	3%	-12%	-21%	0%	5.3%	-15%
O=C(COC(=O)CNC(=O)c1ccccc1F)NCCC1=CCCCC1	-8%	-12%	-2%	4%	2%	8%	5%	-1.1%	-9%
O=C(CN1CCN(C(C(=O)Nc2cc(C(F)(F)F)ccc2Cl)c2ccccc2)CC1)NC1CC1 (stereo not given)	0%	-11%	-14%	-6%	-9%	-5%	0%	nt	-20%
COc1ccc(C2CC(c3cccs3)=NN2C(=O)c2ccco2)cc1OC (stereo not given)	-7%	-1%	19%	-29%	1%	-2%	-9%	1.3%	85%[activator]
O=C(/C=C/c1cc(Br)ccc1F)OCC(=O)N1CCCC1	-6%	-1%	7%	2%	5%	11%	-4%	-0.5%	201%[activator]
Nc1ccn([C@@H]2O[C@H](CNCc3ccc(-c4cc(C(F)(F)F)ccc4Cl)o3)[C@@H](O)[C@H]2O)c(=O)n1	nt	4%	0%	?	nt	nt	-3%	nt	1%
Cc1c(C(=O)N2CCOCC2)oc2ccc(Br)cc12	-5%	10%	9%	-13%	2%	-12%	-3%	-0.1%	-13%
CCn1cc(C(=O)NCCN(CC(C)C)CC(C)C)c(=O)c2cc(S(=O)(=O)N(C)C3CCCCC3)ccc21	-29%	-1%	7%	-25%	-8%	18%	1%	3.9%	0%
Cc1ccc(CNC(=O)c2ccccc2-n2cnnn2)cc1	-16%	-9%	6%	-15%	4%	10%	2%	-0.9%	8%
NCC(c1ccc(Cl)cc1Cl)c1c[nH]c2ccccc12 (stereo not given)	6%	14%	-7%	-4%	-6%[57.1 µM]	-1%[57.1 µM]	-14%	0.1%	?
C[N+]1(CC(=O)Nc2ccc(F)cc2)CCN(C(=O)c2ccco2)CC1	-12%	-12%	0%	1%	-2%	-9%	-4%	1.9%	-32%
O=C(Cc1ccc(F)cc1)OCn1nnc2ccccc2c1=O	16%	3%	0%	-14%	10%	28%	-1%	0.0%	0%
CC(C)NC(=O)c1ccc(CSc2nc3ccncc3n2Cc2cccc(F)c2)cc1	-6%	4%	3%	3%	3%	5%	-7%	-0.3%	-3%
CCn1c(NC(=O)c2cccs2)c(-c2cccs2)c(=O)c2ccccc21	-19%	-1%	7%	-22%	-9%	-3%	1%	1.2%	-15%
Cc1ccc(C(=O)OC/C(O)=C(\C#N)c2nc3ccccc3[nH]2)cc1S(=O)(=O)N1CCOCC1	2%	2%	1%	-2%	-7%	2%	-1%	0.4%	4%
NC(=O)NC(=O)CC1S/C(=N/N=C2\CSC(=O)N2)NC1=O (stereo not given)	-26%	3%	17%	-25%	2%	9%	0%	-2.5%	1%
COc1cccc(C(=O)Nc2ccc3c(c2)C(=O)N(CCC(=O)O)C3=O)c1	6%	3%	3%	-6%	-2%	-3%	3%	2.8%	5%
COc1ccc(Cn2nnnc2CN2CCc3ccccc32)cc1	-23%	0%	-3%	?	2%	?	?	-0.9%	-12%
COc1ccc(N(Cc2nnc3n2CCCCC3)C(=O)Nc2ccc(Cl)cc2)cc1Cl	23%	0%	1%	-24%	5%[57.1 µM]	14%[57.1 µM]	0%	1.8%	-2%
Cc1cc(C)c(S(=O)(=O)c2cccc(Br)c2C)c(Cl)n1	-7%	-3%	19%	-18%	-9%	12%	-3%	1.5%	-4%
COc1ccc(CC(=O)Nc2c(C(=O)N3CCN(c4ncccn4)CC3)oc3ccccc23)cc1	-8%	-11%	-10%	-26%	5%	21%	-9%	1.2%	11%
CC(NC(=O)c1cc(Br)ccc1Cl)c1ccccc1 (stereo not given)	5%	5%	0%	-14%	3%	9%	-1%	-2.1%	-3%

Screening results as filed in PubChem BioAssay.
